POLI inh – DNA polymerase iota (human) inhibition. Potency, µM (series often up to 115 µM), inactives show at the highest dose activity, negative = inhibition, most hits filed as inhibitors. Q9UNA4. Pol iota fluorescent replication assay, 10 min. 1% of 390,000 active; note: potency is the fitted concentration of half-maximal effect
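Fluorescent replication assay read twice, at 0 min and 10 min after adding 50 nM (final) substrate. Enzyme (10 nM) and compounds were first incubated 15 min at room temperature; enzyme-free buffer wells were negative controls.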
GRP78 ERSR act – induces the endoplasmic reticulum stress response in human glioma cells. 0.02% of 420,000 active. Potency, µM, without a hit: at the highest dose activation, most hits filed as activators. U87-MG GRP78 promoter luciferase reporter, 16 h; note: potency is the fitted concentration of half-maximal effect; series mostly up to about 76 µM; % of control where 0% means no effect; nearly all actives have a fitted effect of over 35% in size
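ERSR induction read as luciferase luminescence (Bright-Glo, 10 min at room temperature) in stably transfected human U87-MG glioma cells exposed to compounds for 16 h, using GRP78 as sensor.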
Pol eta inh – inhibitors of human DNA polymerase eta; recombinant Pol eta, fluorescent DNA replication assay; Potency, µM (titrated, usually from 114 µM), for inactives: at the highest dose activity change, negative = inhibition, most hits filed as inhibitors; Q9Y253; 1.2% of 390,000 active; AID 588591; note: potency is the fitted concentration of half-maximal effect; % is set by controls: 0 for no effect and ±100 for the full control effect
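Pol eta (10 nM) was preincubated with compounds for 15 min at room temperature, after which fluorescent replication substrate (50 nM final) was added to start the reaction. Fluorescence was read kinetically at 0 and 10 min.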
POLK inh – blocks human DNA polymerase kappa activity. Q9UBT6. purified Pol kappa, fluorescent DNA synthesis assay, 10 min. 0.53% of 400,000 active. Potency, µM (highest dose often 107 µM), for the others: at the highest dose activity, negative = inhibition, actives largely listed as inhibitors; note: potency is the fitted concentration of half-maximal effect; % is set by controls: 0 for no effect and ±100 for the full control effect
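Activity was followed as the change in fluorescence between reads at 0 and 10 min after starting the reaction with 50 nM substrate. Beforehand, 10 nM polymerase had been preincubated with compound for 15 min at room temperature.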
LDHA inh – blocks human lactate dehydrogenase A; 0.15% of 480,000 active; purified LDHA, NADH/diaphorase-resazurin fluorescence; stronger effect = lower value; activity change, % (values are at about 110 or 230 µM); in the data active = activity change below about -30%; inconclusive = mostly about -25% to -30%;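 note: plate controls were DMSO wells for no effect and wells without enzyme for full effect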
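Resorufin fluorescence (ex540/em590), read at 0 and 20 min after diaphorase/resazurin addition, reports the NADH left after a 5 min room-temperature reaction of 2 nM human LDH5 with 0.06 mM NADH and 0.2 mM pyruvate.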
Anesthetic bind – binds horse apoferritin like a general anesthetic. Potency, µM (doses to about 77.5 µM), inactives show at the highest dose activity change, negative = displacement, actives largely listed as inhibitors. AID 485281. apoferritin/1-aminoanthracene competitive binding, fluorescence. 0.074% of 350,000 active; note: potency is the fitted concentration of half-maximal effect; % is set by controls: 0 for no effect and ±100 for the full control effect; nearly all actives have a fitted effect of over 20% in size
Target sequence (P02791 2-175 limits assumed): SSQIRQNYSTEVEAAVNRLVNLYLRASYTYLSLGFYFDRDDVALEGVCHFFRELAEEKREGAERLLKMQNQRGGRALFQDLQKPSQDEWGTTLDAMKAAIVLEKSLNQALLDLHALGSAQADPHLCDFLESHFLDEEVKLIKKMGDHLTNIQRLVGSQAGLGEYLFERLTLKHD
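Probe: 1-aminoanthracene (50% saturated, PBS). Protein: horse-spleen apoferritin, 10 uM. Incubation: 10 min, room temperature. Detection: 380 nm excitation, 535 nm emission. Analysis: normalized response, four-parameter Hill.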
APEX1 inh – inhibitors of human APE1 endonuclease. P27695. recombinant APE1, TAMRA/BHQ-2 abasic DNA cleavage fluorescence. 0.35% of 350,000 active. Potency, µM (series often up to 65.8 µM), without a hit: top-dose activity change, negative = inhibition, hits mostly inhibitors;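 note: potency is the fitted concentration of half-maximal effect; plate controls were vehicle for no effect and reference inhibitor for full effect; nearly all actives have a fitted effect of over 55% in size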
Target sequence (P27695 whole entry, looked up): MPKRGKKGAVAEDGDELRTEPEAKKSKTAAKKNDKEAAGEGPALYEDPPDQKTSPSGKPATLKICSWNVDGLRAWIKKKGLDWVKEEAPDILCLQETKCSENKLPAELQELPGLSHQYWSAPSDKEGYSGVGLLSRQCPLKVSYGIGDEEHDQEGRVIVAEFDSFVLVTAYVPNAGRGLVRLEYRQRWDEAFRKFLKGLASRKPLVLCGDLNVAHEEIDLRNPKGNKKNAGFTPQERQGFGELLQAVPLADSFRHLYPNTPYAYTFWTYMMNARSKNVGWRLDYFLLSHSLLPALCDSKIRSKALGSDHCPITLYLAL
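Substrate: short duplex with […] THF abasic site, 5'-TAMRA and 3'-BHQ-2, 50 nM final. APE1 at 0.75 nM, preincubated 15 min RT with compound. Fluorescence increase from first to third read measured activity.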
POLB inh – inhibitors of human DNA polymerase beta. P06746. Pol beta primer extension/strand displacement, fluorescence kinetic. Potency, µM (series often up to 114 µM), inactives show at the highest dose activity change, negative = inhibition, hits mostly inhibitors. 1.3% of 340,000 active. AID 485314; note: potency is the fitted concentration of half-maximal effect; % is set by controls: 0 for no effect and ±100 for the full control effect
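10 nM enzyme + cpd, 15 min RT; start with substrate 50 nM final; read 0 min and after 10 min RT. Corrected, normalized data; 4-parameter Hill curve fit.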
BLM inh – blocks DNA unwinding by human BLM helicase; recombinant BLM DNA unwinding, fluorescence dequenching; AID 2528; Potency, µM (doses to about 56.1 µM), for the others: at the highest dose activity change, negative = inhibition, most hits filed as inhibitors; 0.2% of 350,000 active; P54132;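 note: potency is the fitted concentration of half-maximal effect; plate controls were vehicle for no effect and no enzyme for full effect; nearly all actives have a fitted effect of over 35% in size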
* = called active by the depositor; ? = inconclusive; · = no result given; & = joins results of further samples; [ ] = dose if it differs, or a comment. Unless noted, calls come from the whole dose curve; as a rule, active = well fitted curve in the direction sought with a large enough effect; inconclusive = small, poorly fitted or top-dose-only effect, or another doubt; inactive = no such curve, though single readings can be large; an effect the other way counts as inactive or inconclusive. Some of the compounds tested (hit frequency here may not be typical).

item | mol | POLI inh | GRP78 ERSR act | Pol eta inh | POLK inh | LDHA inh
1 | CC(C)OCCCN1C(=O)c2ccccc2C1C(=O)NC1CCCCC1 (configuration not stated) | 13%[58.9 µM] | -7% | -6% | -4% | 4
2 | O=C(O)c1cccc(N2C(=O)CSC2c2c(F)cccc2Cl)c1 (configuration not stated) | -3% | -3% | -16% | -6% | -11
3 | COc1ccc(C(=O)Nc2cccc(NC(=O)c3cccs3)c2)cc1 | ? | 3% | -14% | -10% | -2
4 | O=C(Nc1ccc(Cl)cn1)C1COc2ccccc2O1 (configuration not stated) | 46%[activator] | 2% | -12% | -2% | -3
5 | O=C(Nc1nnc(SCCN2CCOCC2)s1)C1CC(=O)N(c2ccc(F)cc2)C1 (configuration not stated) | ? | -2% | ? | -22% | -1
6 | COc1cc(O)c(C(CCN2CCN(c3ccccc3)CC2)c2ccc3c(c2)OCO3)c(OC)c1 (configuration not stated) | 10%&9% | -2%&-5% | -21% | 14%&-16% | 2
7 | Cc1cc(C)cc(OCC(=O)N2N=C(c3cccnc3)CC2(O)C(F)(F)F)c1 (configuration not stated) | 10% | -7% | -18% | -8% | 0
8 | CCOC(=O)C1=CN(Cc2cccc(F)c2)S(=O)(=O)NC1c1ccc(F)c(Cl)c1 (configuration not stated) | 7% | -5% | -21% | 0% | 2

item | Anesthetic bind | APEX1 inh | POLB inh | BLM inh
1 | -10% | 13% | 41% | -4%
2 | 1% | 2% | 3% | 3%
3 | ? | 23% | 1% | -5%
4 | -19% | 8% | -15% | -9%
5 | -17% | 52%[activator] | ? | -5%
6 | -4%&-1% | -5%&12% | 3% | -15%&-15%
7 | -11% | 2% | -14% | -3%
8 | · | 11% | · | ·

The results go on:
item | mol | POLI inh | GRP78 ERSR act | Pol eta inh | POLK inh | LDHA inh
9 | C=CCOc1ccccc1CNCCNC(=O)c1nonc1N | 111%[activator] | -3% | -19% | 1% | 0
10 | CCCC(=O)OCC(=O)Nc1cc(C(C)(C)C)nn1-c1ccccc1 | 12% | -2% | -12% | -2% | -8
11 | CC1CC(C)CN(CCCNC(=O)c2cc3c(=O)[nH]c4ccccc4c3n2C)C1 (configuration not stated) | 6% | -2% | -1% | 0% | 2
12 | Cc1cccc(Nc2nc(N3CCCCC3)nc(N3CCCCC3)n2)c1 | -6% | -4% | -10% | -17% | 0
13 | CCCCOc1ccc(S(=O)(=O)n2nc(C)c(S(=O)(=O)N3CCC(C)CC3)c2C)cc1 | 17% | -2% | -20% | 8%[60.1 µM] | -1
14 | Cc1ccc(Nc2nc(C)nc3c2oc2ccccc23)cc1 | 4% | -3% | -27% | -3% | -6
15 | Cc1ccc(OCC(=O)Nc2c(Cl)ccc3nsnc23)cc1C | ? | -3% | -13% | -15% | -15
16 | O=C(O)c1cccc(Cn2c(Cl)c(/C=N/NC(=O)c3ccco3)sc2=O)c1 | ? | -1% | ? | -10% | -1

item | Anesthetic bind | APEX1 inh | POLB inh | BLM inh
9 | -7% | -1% | -13% | -4%
10 | 4% | 0% | -3% | -3%
11 | -6% | ? | -12% | 37%[activator]
12 | -13% | -4% | -13% | -4%
13 | -6% | · | -1% | 0%
14 | -12% | -9% | -14% | -7%
15 | -10% | · | -2% | -14%
16 | -5% | 32%[activator] | 4% | 2%

Next part.
item | mol | POLI inh | GRP78 ERSR act | Pol eta inh | POLK inh | LDHA inh
17 | COc1ccc(/C=C/C(=O)c2ccc([N+](=O)[O-])o2)cc1 | ? | ? | -5% | -21% | 4
18 | CC(C)(C)NC(=O)NC(=O)COC(=O)c1cccc(NS(=O)(=O)c2ccc(F)c(F)c2)c1 | 8% | 1% | -19% | -5% | -2
19 | O=C(Nc1nccs1)C1CCN(S(=O)(=O)c2ccc(F)cc2)CC1 | 7% | -4% | -6% | 4% | -1
20 | CS(=O)(=O)c1ccc(CNC(=O)C2(C(F)(F)F)C/C(=C/CCO)CCCO2)cc1 (configuration not stated) | 32%&0%[activator] | -2%&1% | -18% | 0%&-9% | -6
21 | O=C(Cn1cccc1)N1CCN(C(c2ccccc2)c2ccccc2)CC1 | 1% | -3% | 0% | -8% | -5
22 | CCOc1cc(C(=O)Nc2nnc3n2CCS3)cc(OCC)c1OCC | 17% | 1% | -4% | -3%[60.1 µM] | -7
23 | CCOc1ccc(S(=O)(=O)NC(C)C)cc1C(N)=O | 76%[activator] | -3% | -23% | 1% | -4
24 | COc1ccccc1-n1c(=O)oc2ccc(Cl)cc2c1=O | 5% | 3% | -14% | -13% | -6

item | Anesthetic bind | APEX1 inh | POLB inh | BLM inh
17 | · | 6% | · | ·
18 | -11% | -1% | 14% | 3%
19 | -5% | 32%[activator] | 56% | -1%
20 | 2% | 22% | · | 4%
21 | -3% | -1% | -1% | -6%
22 | 3% | · | -25% | 0%
23 | -3% | 2% | -13% | -3%
24 | ? | 5% | 11% | -5%

The listing continues.
item | mol | POLI inh | GRP78 ERSR act | Pol eta inh | POLK inh | LDHA inh
25 | CCCCn1c(NCc2ccc(OC)cc2O)nc2ccccc21 | 22% | 0%&-1% | -19%&-2% | 3% | 3&5
26 | COc1ccc(C(=O)N2CCC(C(=O)Nc3ccc4c(c3)OCCO4)CC2)cc1 | 15% | -8% | -12% | -14% | -3
27 | CCOc1cccc2cc(-c3nnc(NCc4ccco4)s3)c(=O)oc12 | ? | 5% | ? | ? | -1
28 | Cc1cccc(NC(=S)N2CCCCC2)c1 | 7% | 0% | -15% | 2% | 0
29 | CCN(CC(=O)Nc1cccc(OC)c1)C(=O)c1cccc(S(=O)(=O)N2CCc3ccccc32)c1 | 11% | 3% | -29% | -20% | -4
30 | CCCC[n+]1ccn(-c2nc3ccccc3nc2[N-]S(=O)(=O)c2ccccc2)c1 | ? | -4% | -7% | -2% | -1
31 | CC1=C(c2ccc(C)cc2)S(=O)(=O)N=C1N1CCN(c2ccccc2)CC1 | 29% | -2% | 5% | -3% | -7
32 | O=C(Nc1cccc(NC(=O)C2CC2)n1)C1CC1 | 37%[activator] | -4% | -18% | -2% | 12

item | Anesthetic bind | APEX1 inh | POLB inh | BLM inh
25 | -1% | · | -1% | 0%
26 | -3% | 3% | 5% | -2%
27 | 41%[activator] | -7% | ? | -8%
28 | ? | 16% | 12% | 0%
29 | · | -7% | · | ·
30 | 76%[activator] | 4% | 3% | 2%
31 | 4% | · | 10% | -2%
32 | 41%[activator] | 2% | -11% | -7%

Going on with the list:
item | mol | POLI inh | GRP78 ERSR act | Pol eta inh | POLK inh | LDHA inh
33 | CCOC(=O)N1CCN(C(=O)CSc2ccc3nnc(CCNC(=O)c4ccccc4)n3n2)CC1 | 36%[activator] | -1% | -15% | -7% | -2
34 | CC(=O)c1cc2c(C)c(C(=O)c3ccccc3)oc2cc1O | 8% | -5% | -6% | -5% | -5
35 | Cc1nc2ccccc2n1CC(O)Cn1c2ccccc2c2ccccc21 (configuration not stated) | 100µM* | 0% | -15% | -26% | -1
36 | O=C1NC2=C(C(=O)CCC2)C(c2ccc(OC(F)F)cc2)N1 (configuration not stated) | -20% | -3% | -7% | 3% | -8
37 | C/C(CC(=O)Nc1ccc(Cl)cc1Cl)=N\NC(=O)C(=O)NCCO | 21% | -1% | -5% | 11% | -6
38 | O=C(Cn1nnc(-c2cccc(C(F)(F)F)c2)n1)NC1CCCC1 | 5% | -5% | -13% | -16% | -2
39 | NC(=O)c1ccsc1NC(=O)c1ccc(S(=O)(=O)N2CCCCC2)cc1 | 9% | -3% | -13% | 11% | -1
40 | COc1cccc(CN2CCc3ccc(NC(=O)CCc4ccc(C)cc4)cc3C2)c1O | -3% | -4% | -20% | 5% | 5

item | Anesthetic bind | APEX1 inh | POLB inh | BLM inh
33 | -5% | -1% | 1% | 3%
34 | -11% | -3% | -23% | -1%
35 | -9% | -4% | -2% | 1%
36 | 8% | 51% | -6% | -4%
37 | 0% | -3% | -8% | -2%
38 | -7% | -10% | 6% | -5%
39 | ? | -9% | 3% | -3%
40 | -21% | -16% | -6% | -10%

Filtered by structure, the entries above with four or more nitrogen atoms.
item | mol | POLI inh | GRP78 ERSR act | Pol eta inh | POLK inh | LDHA inh
5 | O=C(Nc1nnc(SCCN2CCOCC2)s1)C1CC(=O)N(c2ccc(F)cc2)C1 (configuration not stated) | ? | -2% | ? | -22% | -1
9 | C=CCOc1ccccc1CNCCNC(=O)c1nonc1N | 111%[activator] | -3% | -19% | 1% | 0
11 | CC1CC(C)CN(CCCNC(=O)c2cc3c(=O)[nH]c4ccccc4c3n2C)C1 (configuration not stated) | 6% | -2% | -1% | 0% | 2
12 | Cc1cccc(Nc2nc(N3CCCCC3)nc(N3CCCCC3)n2)c1 | -6% | -4% | -10% | -17% | 0
22 | CCOc1cc(C(=O)Nc2nnc3n2CCS3)cc(OCC)c1OCC | 17% | 1% | -4% | -3%[60.1 µM] | -7
30 | CCCC[n+]1ccn(-c2nc3ccccc3nc2[N-]S(=O)(=O)c2ccccc2)c1 | ? | -4% | -7% | -2% | -1
33 | CCOC(=O)N1CCN(C(=O)CSc2ccc3nnc(CCNC(=O)c4ccccc4)n3n2)CC1 | 36%[activator] | -1% | -15% | -7% | -2
37 | C/C(CC(=O)Nc1ccc(Cl)cc1Cl)=N\NC(=O)C(=O)NCCO | 21% | -1% | -5% | 11% | -6
38 | O=C(Cn1nnc(-c2cccc(C(F)(F)F)c2)n1)NC1CCCC1 | 5% | -5% | -13% | -16% | -2

item | Anesthetic bind | APEX1 inh | POLB inh | BLM inh
5 | -17% | 52%[activator] | ? | -5%
9 | -7% | -1% | -13% | -4%
11 | -6% | ? | -12% | 37%[activator]
12 | -13% | -4% | -13% | -4%
22 | 3% | · | -25% | 0%
30 | 76%[activator] | 4% | 3% | 2%
33 | -5% | -1% | 1% | 3%
37 | 0% | -3% | -8% | -2%
38 | -7% | -10% | 6% | -5%

Source: PubChem (National Center for Advancing Translational Sciences (NCATS))
